High-throughput results as filed in PubChem BioAssay.
HT1080 cytotoxicity: cytotoxicity in HT1080 fibrosarcoma cells, cell-based, fluorescence readout (AID 620). HT1080 viability, fluorescence; higher % means a stronger effect. cytotoxicity, % at 10 µM, or EC50 in µM where a hit was titrated. 0.42% of 87,000 active;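 note: cells exposed to compound overnight then 4 h with Alamar Blue; 0% = vehicle DMSO and 100% = killing control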
Spn DPM-DC inh: S. pneumoniae DPM-DC inhibitors, primary screen, biochemical, PK/LDH-coupled NADH fluorescence | diphosphomevalonate decarboxylase (Streptococcus pneumoniae D39) | purified DPM-DC | calls only at 10 µM | 0.49% of 65,000 active | AID 556, 2006;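 active = the 320 compounds with the highest percent inhibition in the single-dose primary screen, excluding strongly autofluorescent ones, cut at about 32% in these data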;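 note: kinetic rate of NADH fluorescence loss reporting ADP formed by the decarboxylase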
Spn MK inh: S. pneumoniae MK inhibitors, primary screen, biochemical, PK/LDH-coupled NADH absorbance; purified MK, PK/LDH-coupled NADH absorbance 340 nm; inhibition, % at 10 µM; 0.48% of 65,000 active;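 active = ranked among the strongest by inhibition in the single 10 µM screen, a fixed top-ranked set picked for dose follow-up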; note: no value below 0 was filed
Alkaline phosphatase: human TNAP enzyme inhibitors, biochemical, luminescent (AID 518). Alkaline phosphatase, tissue-nonspecific isozyme (Homo sapiens). purified TNAP enzyme, luminescent substrate readout; higher % means a stronger effect. 0.09% of 64,000 active. inhibition, % at 20 µM; hits with a dose series show IC50 in µM; in the data active = a potency from the dose series; inactive = the rest, 99 in 100 with inhibition below about 22%;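 note: plate controls were vehicle for no effect and reference inhibitor for full effect; many of its hits are not listed in these tables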
PMK inhibit: S. pneumoniae PMK inhibitors, primary screen, biochemical, mevalonate pathway, pilot trial included; purified PMK, PK/LDH-coupled NADH absorbance 340 nm; 0.49% of 65,000 active; inhibition, % at 10 µM;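 active = top-ranked compounds by inhibition in the single 10 µM screen, taking a fixed number of the strongest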;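 note: 0% = full reaction with DMSO carrier and 100% = background rate without enzyme reaction; no value below 0 was filed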
LYP phosphatase: LYP phosphatase inhibitors, primary screen, biochemical, DiFMUP fluorescence, recombinant catalytic domain, 10 µM (AID 606). Tyrosine-protein phosphatase non-receptor type 22 (Homo sapiens). recombinant LYP catalytic domain, DiFMUP fluorescence; higher % means a stronger effect. inhibition, % at 10 µM, or IC50 in µM where a hit was titrated. 52,000 tested, under 10 active;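 active = IC50 under 40 µM in the dose-response test; inactive = IC50 of 40 µM or more, or never dose-tested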
Bfl-1 inhibitors: Bfl-1 inhibitors, primary screen, biochemical, fluorescence polarization, FITC-Bid, mouse (AID 432). FITC-Bid BH3 peptide fluorescence polarization displacement; higher % means a stronger effect. Bcl-2-related protein A1 (Mus musculus). 0.02% of 64,000 active. one-dose displacement, % at 20 µM; IC50 in µM for titrated hits; in the data active = a potency from the dose series; inactive = the rest, 99 in 100 with displacement below about 15%; note: strong numbers were not always called active
HPDE-C7 viability: cytotoxicity in HPDE-C7 cells, cell-based, fluorescence, HTS (AID 430); one-dose cytotoxicity, % at 10 µM; EC50 in µM for titrated hits; HPDE-C7 pancreatic duct cells viability, fluorescence; higher % means a stronger effect; 1.8% of 63,000 active;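 note: cells exposed to compound for 48 hours before viability readout; 0% = vehicle and 100% = reference cytotoxic drug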
KRASV12 cytotoxicity: cytotoxicity in KRAS-transformed pancreatic duct cells, primary screen, cell-based, fluorescence, HTS (AID 431); HPDE-C7K KRASV12 cells, Alamar Blue viability, 48 h; higher % means a stronger effect; cytotoxicity, % at 10 µM, or EC50 in µM where a hit was titrated; 1.7% of 63,000 active;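 active = compounds whose percent cytotoxicity in the single-dose primary screen, scaled between solvent and toxic-drug controls, exceeds 50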;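 note: 0% = DMSO solvent wells and 100% = doxorubicin-treated wells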
PMK inhibit pilot replicates: second read-out of PMK inhibit, no call of its own (marks repeat the call); inhibition, %; measured here: pilot screen replicates
Spn MK inh pilot replicates: recorded beside Spn MK inh, whose call it bears; inhibition, %; measured here: pilot screen replicates
Spn DPM-DC inh pilot screen %: recorded beside Spn DPM-DC inh, whose call it bears; inhibition, %; measured here: pilot screen trials
Active calls of the source: *; i = inactive; / = not tested or not shown. Cut-off read from the data, not from the text of the source, unless noted: active = cytotoxicity above about 50%; inactive = the rest. Compounds as they come. About 3.3% of those tested had a hit in this group.

Start of the data: the first four records (preview)
SMILES | HT1080 cytotoxicity | Spn DPM-DC inh | Spn MK inh | Alkaline phosphatase | PMK inhibit | LYP phosphatase | Bfl-1 inhibitors | HPDE-C7 viability | KRASV12 cytotoxicity | others
c1nnc2c3c4c(sc3ncn12)CCCC4 | -7% | i | 3 | 7% | 7 | 8% | 5% | -2% | -2%
CC1CCCN(CC(=O)Nc2ccc(S(=O)(=O)N3CCCCCC3)cc2)C1 (stereo not drawn) | 6% | i | 0 | 1% | 5 | / | -9% | 3% | 20%
COc1ccc(N2CCN(C(=O)CSc3nnc4nc(C)cc(C)n34)CC2)cc1 | -2% | i | 6 | 11% | 3 | 14% | -12% | -9% | -9%
O=C(CCS(=O)(=O)c1cccs1)Nc1ccc(C(=O)NCc2cccs2)cc1 | -5% | i | 7 | 0% | 12 | 3% | -14% | -15% | -12%

All compounds of this part, from the first entry:
SMILES | HT1080 cytotoxicity | Spn DPM-DC inh | Spn MK inh | Alkaline phosphatase | PMK inhibit | LYP phosphatase | Bfl-1 inhibitors | HPDE-C7 viability | KRASV12 cytotoxicity | others
c1nnc2c3c4c(sc3ncn12)CCCC4 | -7% | i | 3 | 7% | 7 | 8% | 5% | -2% | -2%
CC1CCCN(CC(=O)Nc2ccc(S(=O)(=O)N3CCCCCC3)cc2)C1 (stereo not drawn) | 6% | i | 0 | 1% | 5 | / | -9% | 3% | 20%
COc1ccc(N2CCN(C(=O)CSc3nnc4nc(C)cc(C)n34)CC2)cc1 | -2% | i | 6 | 11% | 3 | 14% | -12% | -9% | -9%
O=C(CCS(=O)(=O)c1cccs1)Nc1ccc(C(=O)NCc2cccs2)cc1 | -5% | i | 7 | 0% | 12 | 3% | -14% | -15% | -12%
CC1=C(C(=O)OC(C)C)C(c2cccc(F)c2)n2ncnc2N1 (stereo not drawn) | 0% | i | 7 | 11% | 8 | -9% | -2% | 6% | 4% | PMK inhibit pilot replicates=6.5;Spn MK inh pilot replicates=5.0;Spn DPM-DC inh pilot screen %=6.0
Cc1nn(-c2ccccc2)c(C)c1C(=O)Nc1nnc(-c2ccco2)o1 | -2% | i | 0 | 4% | 9 | 4% | -3% | 8% | 10%
O=C(Cn1cccc1)NC1CCCCCC1 | -9% | i | 4 | 4% | 7 | 9% | 1% | -14% | 2%
O=C1CCc2cc(S(=O)(=O)N3CCCC3C(=O)N3CCN(c4ccccc4F)CC3)ccc2N1 (stereo not drawn) | -4% | i | 5 | 7% | 0 | 1% | 7% | 4% | 2%
N#Cc1c(N)nc2c(c1-c1ccc3c(c1)OCO3)CCCCCC2 | 1% | i | 2 | 8% | 0 | -3% | -7% | -16% | -11%
O=C(Cn1c(=O)sc2ccccc21)Nc1ccc2c(c1)OCCO2 | 6% | i | 7 | 1% | 2 | / | -1% | -27% | 0%
Cc1cc(F)c(F)c(C(=O)NC2CC2)c1Cl | -7% | i | 5 | 4% | 0 | 8% | -9% | 3% | -2%
Cn1nc(-c2ccc(Cl)cc2)c2cc(C(=O)NCc3ccco3)sc21 | 4% | / | 3 | 11% | 0 | / | -3% | 9% | 6%
CC(C(=O)N1CCCCC1)n1ncn2cccc2c1=O (stereo not drawn) | -3% | i | 6 | 12% | 15 | 3% | 3% | -3% | -10% | PMK inhibit pilot replicates=2.5;Spn MK inh pilot replicates=4.0;Spn DPM-DC inh pilot screen %=1.5
Cc1ccc(OCc2nnc(SCC(=O)C(C)(C)C)n2Cc2ccco2)cc1 | -3% | i | 6 | 10% | 6 | 17% | 1% | -12% | 32%
COc1ccc(CNc2nc3nc(C)c(Cl)c(=O)n3[nH]2)cc1OC | 34% | i | 17 | 12% | 8 | 8% | -5% | -28% | -16%
Cc1nnc(SCC(=O)N2CCCCC2)s1 | 6% | i | 1 | 5% | 0 | 11% | -3% | 4% | 11%
Cc1c(C(=O)NCCC2=CCCCC2)oc2ccc(S(=O)(=O)N3CCOCC3)cc12 | 9% | i | 0 | 7% | 0 | -2% | 4% | 52%* | 41%
CC(C)Cc1nnc(NS(=O)(=O)c2ccc(Cl)cc2)s1 | 0% | i | 1 | 10% | 6 | 4% | 0% | -5% | -11% | PMK inhibit pilot replicates=0.0;Spn MK inh pilot replicates=0.0;Spn DPM-DC inh pilot screen %=0.0
COC(=O)CSc1nnc(CNC(=O)c2ccc(S(=O)(=O)N3CCCCC3)cc2)n1C | 2% | i | 0 | 14% | 0 | / | -1% | -12% | -10%
Cc1ccc(-n2ncc3c(=O)n(CC(=O)NC4CCCCC4)cnc32)cc1C | 3% | i | 3 | 13% | 10 | -3% | -6% | -11% | 10% | PMK inhibit pilot replicates=0.0;Spn MK inh pilot replicates=0.0;Spn DPM-DC inh pilot screen %=0.5
CCOc1ccccc1NC(=O)C1C2C=CC(O2)C1C(=O)O (stereo not drawn) | 6% | i | 12 | 9% | 6 | 9% | -5% | 3% | -2%
CCOC(=O)c1c(CC(C)C)csc1NC(C)=O | -10% | i | 14 | 10% | 9 | 7% | -1% | -8% | -3%
Cc1ccc(S(=O)(=O)NC(CC(N)=O)C(=O)O)cc1 (stereo not drawn) | -14% | i | 0 | 4% | 19 | 5% | -4% | -1% | -10%
c1ccc(-c2csc3ncn4nnnc4c23)cc1 | 3% | i | 8 | 4% | 3 | / | -14% | 4% | -12%
CC1CCc2nn(CC(=O)NCCN3CCCCC3C)cc2C1 (stereo not drawn) | 7% | i | 5 | 4% | 10 | -1% | -7% | -11% | -11% | PMK inhibit pilot replicates=0.0;Spn MK inh pilot replicates=0.0;Spn DPM-DC inh pilot screen %=0.0
Cc1ccc(N(C(=O)Cn2nnc3ccccc32)C(C(=O)NCc2ccco2)c2ccc(C)o2)cc1 (stereo not drawn) | 4% | i | 10 | 1% | 0 | -6% | 0% | 1% | 5%
CC(=O)c1cccc(NC(=O)N2CCCC2C(=O)NCCC(C)C)c1 (stereo not drawn) | -6% | i | 0 | 10% | 22 | -13% | 4% | -18% | -11%
COc1cc2cc(C(c3nnnn3C3CCCC3)N3CCCCC3)c(=O)[nH]c2cc1OC (stereo not drawn) | 1% | / | 6 | 5% | 5 | / | -2% | -16% | -13%
Cn1c(C(O)c2ccccc2F)nc(Cl)c1Cl (stereo not drawn) | 26% | i | 14 | 14% | 4 | -3% | -3% | -4% | -8%
CC(CN1CCOCC1)OC(=O)c1ccccc1Br (stereo not drawn) | -2% | i | 9 | 3% | 9 | / | 2% | 6% | -3%
C=C(C)Cn1c(SCC(=O)O)nnc1-c1ccc(C(C)(C)C)cc1 | -8% | i | 6 | 11% | 0 | 12% | -5% | -2% | -1%
NC(=O)c1c(NC(=O)CSc2nnc(-c3ccccc3)n2CC2CCCO2)sc2c1CCC2 (stereo not drawn) | -4% | i | 7 | 10% | 8 | 7% | 4% | -8% | -6%
COC(=O)Nc1nnc(SCc2ccc(C)cc2)s1 | -12% | i | 11 | 8% | 9 | 8% | -8% | 10% | -3%
Cc1cc(Nc2ccc(F)cc2F)n2nc(C)nc2n1 | 3% | i | 4 | -18% | 14 | 7% | -2% | -12% | -16%
Cc1ccc2c(C)nc(Nc3ncc4c(n3)CCCC4=O)nc2c1 | 2% | i | 2 | 4% | 3 | 8% | -9% | 2% | 7%
c1ccc2[nH]c(SCc3ccc(-c4nnco4)cc3)nc2c1 | 6% | i | 2 | 8% | 14 | / | -1% | 1% | 0%
CCC(CC)C(=O)NCc1ccccc1OC | -3% | i | 7 | 12% | 4 | 12% | -4% | -4% | 22%
Brc1ccc2c(c1)CNc1c(ncnc1N1CCOCC1)O2 | -3% | i | / | 11% | 5 | 7% | -8% | 25% | 27%
COc1cccc(-n2nnc3c(=O)n(Cc4ccccc4Cl)cnc32)c1 | -19% | i | 10 | / | 10 | 20% | / | / | /
O=C(O)CN(c1ccccc1)C1SC(=O)NC1=O (stereo not drawn) | 33% | i | 4 | 12% | 2 | 12% | -7% | -6% | -4% | PMK inhibit pilot replicates=7.5;Spn MK inh pilot replicates=0.0;Spn DPM-DC inh pilot screen %=0.5
NC(=O)c1ccc(OCC(F)(F)C(F)(F)C(F)(F)C(F)(F)C(F)(F)C(F)F)cc1 | -2% | i | 3 | 9% | 10 | 4% | -14% | -6% | -8%
CCOC(=O)c1[nH]c(COC(=O)C2CC(=O)N(Cc3ccccc3)C2)c(C(=O)OCC)c1C (stereo not drawn) | -8% | i | 0 | -2% | 17 | -7% | -5% | -18% | -12%
Cn1c(=O)cc(OCC(=O)NCc2ccccn2)c2ccccc21 | 4% | i | 5 | 1% | 7 | 5% | 0% | -22% | -9%
CCOC(=O)CNS(=O)(=O)CCN1C(=O)c2ccccc2C1=O | / | i | 1 | 4% | 1 | 9% | -9% | -14% | -4%
Cc1ccccc1OCCn1nc(C(=O)O)c2ccccc2c1=O | 4% | i | 6 | 12% | 14 | 7% | 1% | -1% | 8%
COc1ccc(-n2nnc3c(=O)n(CC(=O)NCC4CCCO4)cnc32)cc1 (stereo not drawn) | -3% | i | 5 | 14% | 10 | / | -12% | -12% | -5%
CC(=O)c1c(C)nn(CC(O)COc2ccc3c(c2)CCC3)c1C (stereo not drawn) | 13% | i | 6 | 11% | 6 | 9% | -4% | -12% | 11% | PMK inhibit pilot replicates=0.0;Spn MK inh pilot replicates=0.0;Spn DPM-DC inh pilot screen %=2.5
CCc1ccc2[nH]c(=O)c(C(c3nnnn3CCOC)N3CCN(c4ccccc4)CC3)cc2c1 (stereo not drawn) | -8% | i | 13 | 15% | 15 | 6% | -3% | 25% | 28%
CC(C)CCNC(=O)NC(=O)CN1C(=O)NC2(CCCCC2)C1=O | -11% | i | 4 | 6% | 13 | 10% | 2% | -7% | -11% | PMK inhibit pilot replicates=0.0;Spn MK inh pilot replicates=2.5;Spn DPM-DC inh pilot screen %=0.0
Cn1c(=O)c2c(nc(CN3CCOCC3)n2CCN2CCOCC2)n(C)c1=O | 34% | i | 0 | -1% | 8 | -6% | -6% | -6% | -12%
CCOc1ncccc1C(=O)OCC(=O)N1CCN(S(=O)(=O)c2ccccc2)CC1 | 13% | i | 2 | 17% | 0 | / | -6% | -3% | 1%
COc1ccc(NC(=O)c2c(-c3ccccc3)noc2C)c(OC)c1 | / | i | 6 | 13% | 12 | 7% | -6% | -3% | -12%
CCOC(=O)CCC(=O)N1CCOCCN(C(=O)CCC(=O)OCC)CCOCC1 | -4% | i | 9 | 10% | 17 | / | -2% | -13% | -6%
Cc1cc(C)n(-c2nc3ccccc3nc2Nc2ccc(CC(=O)O)cc2)n1 | -5% | i | 3 | 3% | 0 | 6% | -3% | 8% | 14%
